Compound activity deposited in PubChem by several laboratories.
ERa SRC1 inh – ERα–SRC-1 coactivator interaction inhibitors, primary screen, biochemical, TR-FRET, ERα LBD, estradiol-bound | Estrogen receptor (Homo sapiens), P03372 | TR-FRET ER-alpha LBD / SRC-1 peptide | inhibition, % at 25.6 µM | actives 1.7% (n = 86,000); in the data active means inhibition above about 50%;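 further: 0% = receptor plus peptide control and 100% = peptide only without receptor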
PLK1 PBD inh – Plk1 polo box domain binding inhibitors, primary screen, biochemical, fluorescence polarization | inhibition, %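 (tested at about 20 µM)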 | actives 0.13% (n = 97,000) | Serine/threonine-protein kinase PLK1 (Homo sapiens), P53350 | AID 693, 2007 | Plk1 PBD phosphopeptide binding; in the data active means inhibition above about 34%, passing the limit was not always enough
PLK1 kinase inh – human PLK1 kinase inhibitors, primary screen, biochemical, TR-FRET | inhibition, % at 10 µM | actives 0.53% (n = 97,000) | recombinant PLK1 kinase, TR-FRET peptide phosphorylation | Serine/threonine-protein kinase PLK1 (Homo sapiens), P53350;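 active means inhibition of 50% or more in the single-concentration screen; inactive means inhibition below 50%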;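 further: 0% = DMSO max control and 100% = H-89 dihydrochloride min control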
HIV Rev-RRE inh – HIV-1 Rev-RRE binding inhibitors, primary screen, biochemical, FRET, protein-RNA interaction | inhibition, % at 8 µM | actives 0.79% (n = 97,000) | P05866 | Rev peptide-RRE RNA binding;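 active means inhibition above the screen-wide mean plus 3 SD, cut at about 35% in these data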;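 further: 0% = median DMSO wells and 100% = median Neomycin B control wells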
Target sequence (P05866 whole entry, looked up): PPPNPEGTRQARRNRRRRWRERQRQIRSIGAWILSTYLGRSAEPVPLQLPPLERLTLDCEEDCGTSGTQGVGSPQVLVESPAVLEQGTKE
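Assay system: labelled RRE RNA duplex and labelled Rev peptide / Medium: HEPES pH 7.5 salt buffer with EDTA / Reagent: labelled Rev peptide / Schedule: 5 + 15 min at 25 °C / Signal: FRET, excitation 480 nm, emission 540 nm donor and 671 nm acceptor / Benchmarks: DMSO and neomycin B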
FAK blocker – FAK kinase inhibitors, primary screen, biochemical. inhibition, %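 (tested at 7 µM)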. biochemical FAK kinase activity assay. actives 0.84% (n = 97,000). AID 727, 2007; in the data active means inhibition above about 19%;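 further: 0% = DMSO and 100% = reference compound high control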
Mac1 fbg enh – enhancers of CD11b/CD18 adhesion to fibrinogen, primary screen, K562 cells, luminescence. Integrin beta-2 (Homo sapiens) + Integrin alpha-M (Homo sapiens), P05107+P11215. ATPlite luminescence. activation, % at 10 µM. actives 0.07% (n = 93,000). AID 1499, 2009;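 active means 10 µM primary screen giving 50% or more activity, confirmed by 40% or more on retest at that dose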; further: strong numbers were not always called active
ERb SRC1 inh – inhibitors of ERβ-SRC1 coactivator interaction, primary screen, biochemical, TR-FRET, ERβ LBD, SRC-1 peptide; Estrogen receptor beta (Homo sapiens), Q92731; TR-FRET ER-beta LBD / SRC1-Cy5 peptide binding; receptor agonist-loaded with 1 µM estradiol; inhibition, % at 25.6 µM; actives 1.3% (n = 86,000);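 active means compounds whose percent inhibition of the receptor-coactivator binding signal exceeds about 50% in the single-dose screen, limit read from the data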;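 further: 0% = receptor plus peptide wells without compound and 100% = peptide-only wells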
Target sequence (Q92731 whole entry, looked up, the tested form may be a part): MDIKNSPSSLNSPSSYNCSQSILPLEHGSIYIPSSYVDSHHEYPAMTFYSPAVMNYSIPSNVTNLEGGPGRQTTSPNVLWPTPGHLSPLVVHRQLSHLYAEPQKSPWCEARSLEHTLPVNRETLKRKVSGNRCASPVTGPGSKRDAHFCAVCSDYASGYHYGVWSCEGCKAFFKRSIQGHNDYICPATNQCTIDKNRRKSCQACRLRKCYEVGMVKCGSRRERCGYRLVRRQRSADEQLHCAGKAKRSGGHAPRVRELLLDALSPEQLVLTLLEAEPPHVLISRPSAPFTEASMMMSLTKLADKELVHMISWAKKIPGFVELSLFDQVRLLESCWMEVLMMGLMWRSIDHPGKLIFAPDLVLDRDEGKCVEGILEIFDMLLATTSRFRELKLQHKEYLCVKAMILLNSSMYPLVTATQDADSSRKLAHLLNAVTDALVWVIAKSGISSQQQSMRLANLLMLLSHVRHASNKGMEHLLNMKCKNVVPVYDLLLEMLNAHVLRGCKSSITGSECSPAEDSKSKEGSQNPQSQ
ERa SRC1 pot – enhancers of ERα–SRC-1 coactivator binding, primary screen, biochemical, TR-FRET, ERα LBD, low estradiol; TR-FRET ERalpha-LBD/SRC-Cy5 coactivator binding, 2 h; 100 = basal binding, no effect; Estrogen receptor (Homo sapiens), P03372; coactivator binding (% of control), % at 25.6 µM; actives 1.3% (n = 86,000); in the data active means activity above about 200%;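 further: binding measured in presence of low estradiol as agonist stimulus; 0% = peptide alone without receptor and 100% = receptor with peptide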
Mac1 fbg inh – inhibitors of CD11b/CD18 adhesion to fibrinogen, primary screen, K562 cells, luminescence | Integrin beta-2 (Homo sapiens) + Integrin alpha-M (Homo sapiens), P05107+P11215 | ATPlite luminescence; Mn2+ added to activate the integrin | inhibition, % at 10 µM | actives 0.54% (n = 93,000) | AID 1497, 2009;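 active means primary inhibition of 50% or more at 10 µM, then 40% or more on retest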; further: some results filed as inactive read as strong as hits
An asterisk follows results filed as active; / = no result given; [ ] = dose if it differs, or a comment.

Every second line gives: ERa SRC1 inh, PLK1 PBD inh, PLK1 kinase inh, HIV Rev-RRE inh, FAK blocker, Mac1 fbg enh, ERb SRC1 inh, ERa SRC1 pot, Mac1 fbg inh
> COC(=O)Nc1ccc(S(=O)(=O)N2CCC(C)CC2)cc1
→ 0, -9, 2, -1, 1, 1, -12, 111, 3
> COC(=O)CN1C(=O)CSc2ncccc21
→ /, -2, -1, 3, -5, -3, /, /, -12
> Nc1nc(Sc2ccc(C(F)(F)F)cc2[N+](=O)[O-])n[nH]1
→ -10, -7, -25, 0, 3, -4, 4, 93, 0
> O=C(NCc1cccs1)c1ccc(N2CCCCC2)nc1
→ -1, -4, -2, -4, -6, 5, 2, 114, 17
> Cc1cc(C)c(C(=O)COC(=O)[C@H](C)Nc2ccc(C(F)(F)F)cc2[N+](=O)[O-])c(C)c1
→ /, 13, -13, 14, 0, 1, /, /, -1
> OCCOCCNc1ncnc2sc(-c3ccccc3)cc12
→ 1, -9, 0, 6, 0, -2, 9, 110, -28
> COc1ccc(NC(=O)COC(=O)[C@@H]2CCCN2C(=O)c2cccs2)c(OC)c1
→ /, -9, -8, 5, 0, -4, /, /, 6
> CCOc1ccc(NC(=O)Nc2ccc3nccnc3c2)cc1
→ -5, -4, 1, -1, 3, 0, -4, 92, 2
> NC(=O)NC(=O)Nc1ccccc1Cl
→ -27, 16, -1, 6, 3, /, -38, 112, /
> COC(=O)CSc1ncc(OC)c(OC)n1
→ /, 9, -7, 10, 3, /, /, /, /
> O=C(NC1CCCc2ccccc21)C1CCN(S(=O)(=O)c2cnc[nH]2)CC1 (stereo not drawn)
→ -21, -15, -17, 3, 0, 4, -28[fluorescence artefact?], 95, -2
> Cc1sc2ncnc(NCCCn3ccnc3)c2c1C
→ -8, 7, -6, 7, -1, 0, 0, 120, 0
> CCCCC(=O)NCCc1cc2ccc(OC)cc2[nH]c1=O
→ -11, 3, -9, 4, -3, /, 1, 107, /
> O=C(NNS(=O)(=O)c1ccccc1)c1cnn(-c2ccccc2)c1-n1cccc1
→ /, 39, -12, 9, 6, /, /, /, /
> C=CCN1C(=O)C(O)(CC(=O)c2ccccc2)c2ccccc21 (stereo not drawn)
→ -9, 0, -3, 8, -6, -5, -6[fluorescence artefact?], 122, -10

Every second line gives: ERa SRC1 inh, PLK1 PBD inh, PLK1 kinase inh, HIV Rev-RRE inh, FAK blocker, Mac1 fbg enh, ERb SRC1 inh, ERa SRC1 pot, Mac1 fbg inh
> CCOc1cc2[nH]c(=S)n(CCCC(=O)NCc3ccco3)c(=O)c2cc1OCC
→ 20[fluorescence artefact?], 5, -18, 1, -1, /, 11, 85[fluorescence artefact?], /
> COC(=O)C1=C(C)N(CC(C)C)C(=O)/C1=C\c1cccs1
→ -6[fluorescence artefact?], 30, -10, 12, 0, 1, -8, 108[fluorescence artefact?], -17
> COc1cccc(-n2c(Cc3cc(=O)[nH]c(=O)[nH]3)nnc2SCc2cccnc2)c1
→ 3, 0, -9, 8, -1, 2, 14[fluorescence artefact?], 97[fluorescence artefact?], 3
> CC(c1nnc(SCC(=O)Nc2sccc2C#N)n1-c1ccc(Cl)cc1)N(C)C (stereo not drawn)
→ 9, -4, -4, 1, -1, 2, 13, 88, -2
> Cc1ccc(NC(=O)Cn2c(C)cc(C)c(C#N)c2=O)c(Cl)c1
→ 0, -11, -11, 4, -1, -7, -4, 103[fluorescence artefact?], -5
> CC1CCN(c2ncnc3c2cnn3-c2ccccc2)CC1
→ 0, -50, 75*, 11, 3, -2, -14[fluorescence artefact?], 105, 4
> CC(C)CCNC(=O)C(c1ccco1)N(Cc1cccs1)C(=O)Cn1nnc2ccccc21 (stereo not drawn)
→ 12[fluorescence artefact?], /, /, /, /, 2, -2[fluorescence artefact?], 119, -9
> CNC(=S)NNC(=O)c1sccc1OCc1ccc(Cl)cc1Cl
→ /, -2, -6, 3, 1, -5, /, /, 6
> CCN(CC)CCNC(=O)c1ccc(CS(=O)(=O)c2ccc(Br)cc2)o1
→ -7, -13, -12, -1, -2, /, 1, 110, /
> CCCCn1c(=O)[nH]c(=O)c2c1nc(-c1ccc(C#N)cc1)n2C1CCCC1
→ 5, 5, -4, 11, 0, 34, 8[fluorescence artefact?], 103[fluorescence artefact?], 11
> CCCCc1cc(=O)oc2c(CN(C)C)c(O)c(Cl)cc12
→ 2, 8, -8, 3, 3, 0, -7[fluorescence artefact?], 96, 24
> Cc1sc2nc3n(c(=O)c2c1C)Cc1ccccc1-3
→ 8[fluorescence artefact?], /, /, /, /, 7, 2, 126, 0
> CCOC(=O)C1=C(O)/C(=C/c2cc(OC)c(OC)c(OC)c2)SC1=Nc1ccc(OC)cc1
→ /, 9, -14, 1, -50, /, /, /, /
> Cc1ccc(-c2noc(CN(C(=O)CCCCCN3C(=O)c4ccccc4C3=O)C(C)C)n2)cc1
→ -25, -6, -10, 0, 0, -4, -21, 114[fluorescence artefact?], -8
> Cc1nn(CC#N)c(=O)n1-c1ccc(F)cc1
→ 1[fluorescence artefact?], 5, -11, 12, -3, -6, -6[fluorescence artefact?], 108[fluorescence artefact?], 0

Every second line gives: ERa SRC1 inh, PLK1 PBD inh, PLK1 kinase inh, HIV Rev-RRE inh, FAK blocker, Mac1 fbg enh, ERb SRC1 inh, ERa SRC1 pot, Mac1 fbg inh
> CC1(C)CSC(=S)N1S(=O)(=O)c1ccccc1
→ -4, -6, 5, -3, -3, -2, -5, 102[fluorescence artefact?], -13
> COc1cccc(CNC(=O)Cc2c(C(=O)O)[nH]c3ccccc23)c1
→ -3, -10, -41, 9, -3, -5, 15, 111, -9
> Cc1ccc(/C=N/N2CCN(Cc3ccccc3)CC2)s1
→ /, -15, -9, 0, -2, /, /, /, /
> C=CCn1c(SCC(=O)c2cc(C)n(CC3CCCO3)c2C)nnc1-c1ccccc1 (stereo not drawn)
→ -31, -13, -5, 4, -2, -1, -28, 115, -1
> CC1(c2ccc(Cl)cc2)NC(=O)N(CC(=O)NC(=O)NCc2ccco2)C1=O (stereo not drawn)
→ -2, 9, -9, 4, 9, 0, 28, 81, -11
> CCCCn1c(SCC(=O)NC(C)CC)nc2ccc(N3CCOCC3)cc2c1=O (stereo not drawn)
→ /, -6, -10, -4, 14, -2, /, /, 1
> CC(=O)NC1C(=O)N=C(SCC(=O)NC(C)c2ccccc2)NC1=O (stereo not drawn)
→ /, -23, -10, 5, 4, 2, /, /, 4
> C=CCOc1ccccc1CNCCCN1CCOCC1
→ /, 12, 0, 0, -9, /, /, /, /
> Cc1cc(N2CC34C=CC(O3)C(C(=O)O)C4C2=O)no1 (stereo not drawn)
→ -8, 14, -6, 6, -1, 2, -3[fluorescence artefact?], 113, -7
> Cc1ccc(Oc2ccc(-c3nc(N)nc(N)n3)cc2)cc1
→ -4[fluorescence artefact?], -12, -7, 5, 1, 3, 2, 87, -7
> Nc1cc(-c2ccc(Br)cc2)nn1S(=O)(=O)c1cccc2nsnc12
→ /, 47*, -2, 0, 2, 3, /, /, 3
> Cc1ccc(C(=O)/C=C/Nc2ccccc2C(N)=O)cc1
→ -5, -7, -13, 2, 0, /, -5, 114, /
> Cc1coc2cc3oc(=O)c4c(c3cc12)CCCC4
→ -1[fluorescence artefact?], -11, -5, 3, -2, 3, 8[fluorescence artefact?], 110[fluorescence artefact?], -5
> CCN1CCN(Cc2nc(N)nc(Nc3ccc(C)c(C)c3)n2)CC1
→ 1, 32, -9, -1, 0, -3, -5, 116, 3
> CCCN(CCC)C(=O)c1ccc2c(c1)OCO2
→ 11, 5, -5, 6, -1, /, 12[fluorescence artefact?], 109, /

Record cards, as listed above:
`CC1CCN(c2ncnc3c2cnn3-c2ccccc2)CC1` is listed as ERa SRC1 inh: 0; PLK1 PBD inh: -50; PLK1 kinase inh: 75*; HIV Rev-RRE inh: 11; FAK blocker: 3; Mac1 fbg enh: -2; ERb SRC1 inh: -14[fluorescence artefact?]; ERa SRC1 pot: 105; Mac1 fbg inh: 4
`CCN1CCN(Cc2nc(N)nc(Nc3ccc(C)c(C)c3)n2)CC1` is listed as ERa SRC1 inh: 1; PLK1 PBD inh: 32; PLK1 kinase inh: -9; HIV Rev-RRE inh: -1; FAK blocker: 0; Mac1 fbg enh: -3; ERb SRC1 inh: -5; ERa SRC1 pot: 116; Mac1 fbg inh: 3

Remaining list, next part:
Every second line gives: ERa SRC1 inh, PLK1 PBD inh, PLK1 kinase inh, HIV Rev-RRE inh, FAK blocker, Mac1 fbg enh, ERb SRC1 inh, ERa SRC1 pot, Mac1 fbg inh
> c1ccc([C@H]2CC3C[C@@H](c4ccccc4)N2O3)cc1
→ 1, -24, -7, -2, -6, /, -3, 99, /
> Cn1c(=O)c2c(nc(SCCN3CCCCC3)n2C)n(C)c1=O
→ 5, -14, -9, 6, -2, /, 3, 96, /
> CCOc1ccc(C(=O)NC2CCN(S(C)(=O)=O)CC2)cc1
→ 4, 11, -4, 10, 3, -2, 1, 114[fluorescence artefact?], -13
> Cc1ccc(CNC(=O)CCS(=O)(=O)c2cccc3nsnc23)cc1
→ 6, /, /, /, /, -1, 5[fluorescence artefact?], 120, -11
> O=S(=O)(c1ccc(N2CCN(CCO)CC2)nc1)N1CCCCC1
→ -9, -18, -12, 5, 0, /, -8, 115[fluorescence artefact?], /
> COc1ccc(CN2CCOCC2)c(C)c1C
→ -1, 20, 1, 5, -1, 4, -1, 92, -5
> COC(=O)C1C(O)=C(C=NC2CCCCC2)C(=O)CC1(C)C (stereo not drawn)
→ 1, 17, -5, 1, -4, -6, -5, 100, -1
> Cc1ccc(SCCC(=O)NC(C)(C)C)cc1
→ -28[fluorescence artefact?], -2, -10, 1, 2, /, 0[fluorescence artefact?], 91, /
> N#CCSc1nc2c(sc(=S)n2Cc2ccco2)c(=O)n1-c1ccc(F)cc1
→ 0[fluorescence artefact?], 13, -5, 5, 2, /, -6[fluorescence artefact?], 172, /
> Cc1ccc(C)c(C(=O)CC2(O)C(=O)Nc3ccccc32)c1 (stereo not drawn)
→ 4, -10, -8, 5, 10, 1, 2, 97, 8
> Cc1nnc(NC(=O)Nc2cccc(Cl)c2)s1
→ -3, -19, -9, 15, -1, 2, 0[fluorescence artefact?], 100[fluorescence artefact?], -29
> CC(=O)Oc1c2occc2cc2ccc(=O)oc12
→ 13, 9, -12, 1, -1, -3, 16, 108, 29
> COc1ccc(CNC(=O)CCCNS(=O)(=O)c2cccc3nonc23)cc1
→ -31, /, /, /, /, 0, -15[fluorescence artefact?], 139[fluorescence artefact?], -2
> CC(=O)c1cccc(NC(=O)c2ccncc2)c1
→ -2, -19, 7, 2, 1, -4, -3, 101, -14
> O=C(C1CCN(S(=O)(=O)c2cccc3nsnc23)CC1)N1CC=C(c2ccccc2)CC1
→ -1, -3, -8, 6, -7, /, 2, 92, /
> Cc1ccc(CS(=O)(=O)CCC(=O)NCCN2CCCCC2C)cc1 (stereo not drawn)
→ 7, 17, -3, 6, -1, -2, 6[fluorescence artefact?], 111, 12
